APE1 inh: inhibitors of human APE1 endonuclease | P27695 | recombinant APE1, TAMRA/BHQ-2 abasic DNA cleavage fluorescence | Potency, µM (highest dose often 65.8 µM), for the others: top-dose activity change, negative = inhibition, usual class: inhibitors | actives 0.35% (n = 350,000) | AID 2517;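 also: potency is read from the fitted curve at half-maximal effect; plate controls were vehicle for no effect and reference inhibitor for full effect; nearly all actives have a fitted effect of over 55% in size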
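0.75 nM APE1 + cpd, 15 min RT; start w/ 50 nM TAMRA/BHQ-2 THF-abasic dsDNA; kinetic fluor 525/598 nm ×3 reads @60 s; Δ(read3−read1); normalized to DMSO and NSC13755 control wells.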
POLK inh: inhibitors of human DNA polymerase kappa. AID 588579. Potency, µM (doses to about 107 µM), for inactives: at the top dose activity, negative = inhibition, actives largely listed as inhibitors. purified Pol kappa, fluorescent DNA synthesis assay, 10 min. actives 0.53% (n = 400,000); also: potency is read from the fitted curve at half-maximal effect; % is scaled to controls: 0 for no effect and ±100 for the full control effect
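Kinetic fluorescence screen: compound preincubated 15 min RT with 10 nM enzyme; 50 nM substrate (final) initiates; reads at 0/10 min.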
Pol eta inh: inhibitors of human DNA polymerase eta; Q9Y253; recombinant Pol eta, fluorescent DNA replication assay; AID 588591; actives 1.2% (n = 390,000); Potency, µM (titrated, usually from 114 µM), inactives show at the highest dose activity change, negative = inhibition, actives largely listed as inhibitors; also: potency is read from the fitted curve at half-maximal effect; % is scaled to controls: 0 for no effect and ±100 for the full control effect
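Pol eta (10 nM) was preincubated with compounds for 15 min at room temperature, after which fluorescent replication substrate (50 nM final) was added to start the reaction. Fluorescence was read kinetically at 0 and 10 min.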
Anesthetic bind: candidate novel general anesthetic via apoferritin binding; actives 0.074% (n = 350,000); Potency, µM (titrated, usually from 77.5 µM), for inactives: top-dose activity change, negative = displacement, actives largely listed as inhibitors; AID 485281; P02791; apoferritin/1-aminoanthracene competitive binding, fluorescence; also: potency is read from the fitted curve at half-maximal effect; % is scaled to controls: 0 for no effect and ±100 for the full control effect; nearly all actives have a fitted effect of over 20% in size
Target sequence (P02791 2-175 limits assumed): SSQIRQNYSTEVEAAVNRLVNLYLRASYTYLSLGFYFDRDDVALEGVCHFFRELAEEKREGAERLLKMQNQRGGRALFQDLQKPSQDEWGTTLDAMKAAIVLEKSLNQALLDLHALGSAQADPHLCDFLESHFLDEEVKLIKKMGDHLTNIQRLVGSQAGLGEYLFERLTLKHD
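In PBS, apoferritin at 10 uM is loaded with 1-AMA from a 50% saturated solution. After 10 min of compound exposure at ambient temperature, reduced 535 nm fluorescence indicates probe displacement.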
POLI inh: inhibitors of human DNA polymerase iota. Q9UNA4. Pol iota fluorescent replication assay, 10 min. Potency, µM (series often up to 115 µM), for the others: top-dose activity, negative = inhibition, usual class: inhibitors. actives 1% (n = 390,000). AID 588590; also: potency is read from the fitted curve at half-maximal effect
Target sequence (Q9UNA4 whole entry, looked up): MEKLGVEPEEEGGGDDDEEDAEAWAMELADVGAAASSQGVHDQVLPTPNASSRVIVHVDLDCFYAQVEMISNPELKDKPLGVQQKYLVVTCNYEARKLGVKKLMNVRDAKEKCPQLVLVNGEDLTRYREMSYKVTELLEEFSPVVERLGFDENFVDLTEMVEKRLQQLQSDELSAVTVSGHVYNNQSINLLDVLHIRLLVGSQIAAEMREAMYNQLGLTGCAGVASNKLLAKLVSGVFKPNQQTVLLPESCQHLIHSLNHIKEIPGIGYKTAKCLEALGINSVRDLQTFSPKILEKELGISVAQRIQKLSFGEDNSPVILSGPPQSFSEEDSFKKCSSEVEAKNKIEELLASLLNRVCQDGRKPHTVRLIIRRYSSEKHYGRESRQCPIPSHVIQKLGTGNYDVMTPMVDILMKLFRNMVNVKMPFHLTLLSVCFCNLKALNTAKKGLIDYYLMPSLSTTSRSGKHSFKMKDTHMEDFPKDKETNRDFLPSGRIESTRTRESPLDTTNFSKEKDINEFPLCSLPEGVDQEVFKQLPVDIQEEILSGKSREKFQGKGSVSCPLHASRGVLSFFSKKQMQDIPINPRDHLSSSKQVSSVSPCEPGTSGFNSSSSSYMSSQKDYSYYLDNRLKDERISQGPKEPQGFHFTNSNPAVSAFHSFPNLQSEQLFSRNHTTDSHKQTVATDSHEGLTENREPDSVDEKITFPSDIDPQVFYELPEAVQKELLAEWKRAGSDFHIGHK
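Fluorescent replication assay read twice, at 0 min and 10 min after adding 50 nM (final) substrate. Enzyme (10 nM) and compounds were first incubated 15 min at room temperature; enzyme-free buffer wells were negative controls.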
BLM helicase inh: inhibitors of human Bloom syndrome helicase BLM; recombinant BLM DNA unwinding, fluorescence dequenching; actives 0.2% (n = 350,000); Potency, µM (series often up to 56.1 µM), for inactives: at the highest dose activity change, negative = inhibition, actives largely listed as inhibitors; AID 2528; P54132;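 also: potency is read from the fitted curve at half-maximal effect; plate controls were vehicle for no effect and no enzyme for full effect; nearly all actives have a fitted effect of over 35% in size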
LDHA block: blocks human lactate dehydrogenase A; P00338; purified LDHA, NADH/diaphorase-resazurin fluorescence; hits give low values; activity change, % (values are at about 110 or 230 µM); actives 0.15% (n = 480,000); AID 1347041; in the data active = activity change below about -30%; inconclusive = mostly about -25% to -30%;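 also: plate controls were DMSO wells for no effect and wells without enzyme for full effect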
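Remaining NADH was detected by diaphorase (0.133 mg/mL) converting 37 µM resazurin to fluorescent resorufin, read at 0 and 20 minutes. The preceding 5-minute room-temperature reaction used 2 nM LDHA, 0.2 mM sodium pyruvate and 0.06 mM NADH at pH 7.4.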
POLB inh: DNA polymerase beta (human) inhibition; P06746; Pol beta primer extension/strand displacement, fluorescence kinetic; Potency, µM (highest dose often 114 µM), without a hit: top-dose activity change, negative = inhibition, hits mostly inhibitors; actives 1.3% (n = 340,000); AID 485314; also: potency is read from the fitted curve at half-maximal effect; % is scaled to controls: 0 for no effect and ±100 for the full control effect
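Preincubation: enzyme (10 nM) with compound, 15 min, RT. Reaction: substrate added to 50 nM final. Reads: 0 and 10 min. Analysis: normalized, Hill fit.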
Glioma ERSR ind: ER stress response induction in glioma; actives 0.02% (n = 420,000); U87-MG GRP78 promoter luciferase reporter, 16 h; Potency, µM, for inactives: at the top dose activation, usual class: activators; also: potency is read from the fitted curve at half-maximal effect; series mostly up to about 76 µM; % of control where 0% means no effect; nearly all actives have a fitted effect of over 35% in size
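Stably transfected U87-MG human glioma cells carrying a GRP78-based luminescent sensor were seeded at 1000 cells/well, pin-dosed with compounds and incubated 16 h. Luciferase reagent was then added, and end-point luminescence was read after 10 min at room temperature.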
An asterisk follows results filed as active; ? = inconclusive; nt = not tested or not shown; [ ] = dose if it differs, or a comment. Unless noted, calls follow the shape of the dose curve; as a rule, active = well fitted curve in the direction sought with a large enough effect; inconclusive = small, poorly fitted or top-dose-only effect, or another doubt; inactive = no such curve, though single readings can be large; an effect the other way counts as inactive or inconclusive. This is a subset (hit frequency here may not be typical).

#1 CCOC(=O)c1c(C)n(CC(O)CN(C)C)c2cc(Br)c(OC)cc12 (stereo not given)
#2 CCCn1c(N)c(N(CCOC)C(=O)c2cc3ccccc3cc2OC)c(=O)[nH]c1=O
#3 COc1ccc(NC(=O)CSC(C)c2nc3ccccc3c(=O)[nH]2)cc1 (stereo not given)
#4 Cc1ccccc1C(=O)NC1CCN(CC(=O)N2CCCCC2C)CC1 (stereo not given)
#5 COc1ccc(Cc2nc3ccc(C(=O)N4CCCC4)cc3o2)cc1
#6 COC(=O)c1sccc1NC(=O)c1csc(C)c1
#7 CN(CC(=O)Nc1ccc(Cl)c(Cl)c1)CC(=O)Nc1ccc2c(c1)OCO2
#8 CCCCOc1ccc(C(=O)NCC(=O)NCC(=O)OCC)cc1

screen / no. | 1 | 2 | 3 | 4 | 5 | 6 | 7 | 8
APE1 inh | -7% | 15% | 7% | 32% | 59%[activator] | -1% | -2% | 13%
POLK inh | -3% | 9% | -1% | 5% | -6% | -21% | -14% | 2%
Pol eta inh | -2% | -5% | -16% | -18% | 9% | -7% | -17% | -3%
Anesthetic bind | -8% | nt | 1% | 2% | -20% | 3% | nt | -9%
POLI inh | -6% | 29% | 31%[activator] | 42%[activator] | -4% | ? | 4% | -15%
BLM helicase inh | 63%[activator] | nt | -4% | -5% | 0% | -2% | nt | 1%
LDHA block | -14 | -6 | -8 | -4 | -9 | 5 | -1 | 5
POLB inh | 1% | nt | 0% | 19% | 2% | 0% | nt | 1%
Glioma ERSR ind | -2% | -3% | -2% | 1% | 3% | 0% | 1% | -3%

An excerpt from above, showing only LDHA block.
cpd | SMILES | LDHA block
5 | COc1ccc(Cc2nc3ccc(C(=O)N4CCCC4)cc3o2)cc1 | -9
3 | COc1ccc(NC(=O)CSC(C)c2nc3ccccc3c(=O)[nH]2)cc1 (stereo not given) | -8
6 | COC(=O)c1sccc1NC(=O)c1csc(C)c1 | 5

Other results:
#9 Cc1ccc(S(=O)(=O)Nc2ccc3c(c2)nc(CCN2CCN(c4ccccn4)CC2)n3C)cc1
#10 O=c1cc(NC2CCCCCC2)[nH]c(=O)[nH]1
#11 NC(=O)C1CCN(c2cc(N3CCOCC3)ccc2[N+](=O)[O-])CC1
#12 COc1ccc(C(O)c2ncc(C(F)(F)F)cc2Cl)cc1 (stereo not given)
#13 Cc1ccc(-n2nc(CO)c(C(=O)NCc3cccnc3)n2)cc1C
#14 COC(=O)C1CCN(C(=O)COC(=O)c2ccc(N3CCCC3=O)cc2)CC1
#15 CCC(C)[C@H](NC(=O)N1CCCCC1)C(=O)OC (stereo not given in full)
#16 C=CCn1c(SCC(=O)Nc2nccs2)nnc1-c1ccco1

screen / no. | 9 | 10 | 11 | 12 | 13 | 14 | 15 | 16
APE1 inh | 8% | 18% | 22% | -18% | nt | 6% | 19% | 2%
POLK inh | -15% | -2% | -8% | -5% | -8% | 4% | -6% | -11%
Pol eta inh | -14% | -21% | -8% | 0% | -15% | -3% | -6% | -1%
Anesthetic bind | 39%[activator] | -3% | -11% | -2% | -10% | nt | 8% | ?
POLI inh | 30% | 24% | -48% | 13% | 11% | 11% | 151%[activator] | -9%
BLM helicase inh | -2% | -1% | 1% | -6% | 3% | nt | -3% | -1%
LDHA block | 0 | 5 | -7 | -17 | 2 | -3 | -4 | -3
POLB inh | 15% | 27% | 25% | 11% | 2% | nt | 16% | ?
Glioma ERSR ind | -4% | -7% | 1% | -4% | -1% | -2% | 3% | -1%

#17 O=C(Cn1ncc2ccsc2c1=O)N1CCN(c2ccccc2)CC1
#18 Cc1ccc(C(=O)c2c3ccc([N+](=O)[O-])cc3[n+]([O-])n2CCC(N)=O)cc1
#19 Cc1ccc(NC(=O)CSCC#N)cc1
#20 O=C1c2ccncc2C(=O)N1c1cccc(Cl)c1
#21 C=C(C)c1cccc(C(C)(C)NC(=O)NCC2CCCO2)c1 (stereo not given)
#22 COC(=O)C1=C(C)NC2=C(C(=O)CC(C)(C)C2)C1c1cn(Cc2ccc(Br)cc2)nc1-c1ccccc1 (stereo not given)
#23 CC(NC(=O)C1CCN(S(=O)(=O)c2cc([N+](=O)[O-])ccc2Cl)CC1)c1ccccc1 (stereo not given)
#24 CCC(C(=O)N1CCN(C(=O)c2ccco2)CC1)c1ccccc1 (stereo not given)

screen / no. | 17 | 18 | 19 | 20 | 21 | 22 | 23 | 24
APE1 inh | nt | 6% | 2% | 0% | 11% | -3% | 1% | -2%
POLK inh | 0% | -2% | -10% | -11% | -5% | -8% | 9% | -4%
Pol eta inh | -7% | -14% | -9% | -8% | -13% | -4% | -3% | 4%
Anesthetic bind | -13% | ? | -20% | -3% | 0% | 464%[activator] | -14% | -6%
POLI inh | 10% | 39%[activator] | 3%[58.9 µM] | 32%[activator] | 19% | -6% | 41% | 31%[activator]
BLM helicase inh | -2% | -5% | 0% | -1% | -3% | -3% | 1% | -2%
LDHA block | 5 | 0 | -10 | -5 | 5 | 0 | -5 | -10
POLB inh | 17% | 88% | 18% | 11% | 11% | 2% | 1% | 26%
Glioma ERSR ind | -4% | -2% | -3% | 1% | -4% | -2% | -1% | -5%

#25 C[C@H]1CCC[C@]2(CC(=O)c3cc(F)ccc3O2)C1
#26 O=C1NC2=C(C(=O)CCC2)C(c2ccc([N+](=O)[O-])cc2)N1 (stereo not given)
#27 Cc1cnc(C(=O)OCC(=O)c2ccc(C)s2)cn1
#28 Cn1c(SCC(=O)Nc2nccs2)nnc1-c1ccccn1
#29 COc1ccc(C#CC2C=CC(Oc3cc(C)cc(C)c3)C(CO)O2)cc1 (stereo not given)
#30 Cc1cc(C(=O)CSc2n[nH]c(N)n2)c(C)n1-c1ccc2c(c1)OCO2
#31 COc1ccc(C)cc1NC(=O)CSc1nnc(-c2ccco2)n1Cc1ccco1
#32 CC(C)=CCc1cc([C@@H]2COc3c(ccc4c3C=CC(C)(C)O4)C2)c(O)cc1O

screen / no. | 25 | 26 | 27 | 28 | 29 | 30 | 31 | 32
APE1 inh | -10% | 27% | -2% | 12% | ? | 22% | -3% | nt
POLK inh | 3% | -2% | -2% | 1% | nt | -17% | -25% | 3%
Pol eta inh | -7% | -9% | 1% | -4% | nt | -16% | ? | -27%
Anesthetic bind | nt | 5% | nt | 0% | -23%[15.3 µM] | -2% | -14% | nt
POLI inh | 24% | -16% | 1% | 15% | nt | 1% | ? | -11%
BLM helicase inh | nt | 0% | nt | -9% | -4%[12.4 µM] | -2% | -4% | nt
LDHA block | 0 | 1 | 1 | -3 | nt | 3 | -2 | 3
POLB inh | nt | 17% | nt | 42% | nt | 1% | -7% | nt
Glioma ERSR ind | -4% | -6% | -3% | 3% | 3% | -2% | -2% | -10%

#33 O=C(NCc1cccc(F)c1)C1CCN(c2nc3ccccc3nc2C(F)(F)F)CC1
#34 Cn1cc(CN2CCCC(CO)C2)c(-c2ccc(Oc3ccccc3)cc2)n1 (stereo not given)
#35 O=C(Nc1ccc(C(=O)NCCCN2CCN(c3ccc(F)cc3)CC2)cc1)C1=CSCCO1
#36 COC(=O)c1ccccc1NC(=O)c1cc(-c2ccco2)on1
#37 CC(C)(C)C(=O)C1=C(O)C(=O)N(Cc2ccccc2)C1c1ccccc1Cl (stereo not given)
#38 Cc1cc(C)n(C(=O)CCCCCCCC(=O)n2nc(C)cc2C)n1
#39 Cc1ccc(-c2csc(N3CCN(S(=O)(=O)c4ccc5c(c4)NC(=O)CO5)CC3)n2)cc1
#40 CC(=O)NCCc1nc2cc(NC(=O)Nc3ccccc3)ccc2n1C

screen / no. | 33 | 34 | 35 | 36 | 37 | 38 | 39 | 40
APE1 inh | nt | -2% | 34% | 28% | 17% | 1% | 9% | 16%
POLK inh | -13% | -3% | 9% | -10% | -4% | -2% | 5% | 14%
Pol eta inh | -6% | -8% | -9% | -9% | -12% | 2% | -14% | -11%
Anesthetic bind | -4% | -13% | -6% | -9% | -5% | -9% | 5% | -5%
POLI inh | -3% | -1% | 10% | -2% | ? | -10% | 0% | 21%
BLM helicase inh | -2% | 1% | 1% | -9% | -4% | -3% | -8% | -13%
LDHA block | -5 | -1 | 2 | -16 | -1 | 7 | -2 | 2
POLB inh | -22% | -1% | 0% | ? | 9% | 20% | 2% | 2%
Glioma ERSR ind | -3% | 1% | -3% | 0% | -4% | -2% | 1% | -10%

#41 CC(=O)C(Sc1nnnn1-c1ccc(O)cc1)c1ccccc1 (stereo not given)
#42 CCCc1cc(=O)[nH]c(SCC(=O)N2N=C(c3ccc(Cl)cc3)CC2c2ccco2)n1 (stereo not given)
#43 N#CC1=C(N)OC2=C(C(=O)CC(c3ccccc3)C2)C1c1ccoc1 (stereo not given)
#44 CN(Cc1cccs1)S(=O)(=O)c1cccs1
#45 COc1ccc(-c2cc(-c3ccccc3)c(C#N)c(=S)[nH]2)cc1

screen / no. | 41 | 42 | 43 | 44 | 45
APE1 inh | -1% | 8% | 17% | 0% | 2%
POLK inh | -1% | -19% | -7% | -1% | 2%
Pol eta inh | -3% | ? | ? | -5% | -18%
Anesthetic bind | -10% | -3% | 7% | 0% | -14%
POLI inh | 8% | -16% | -9% | 0% | 24%
BLM helicase inh | -4% | -5% | -2% | -1% | 3%
LDHA block | -2 | 1 | 3 | -4 | -1
POLB inh | 3% | ? | 19% | 0% | 0%
Glioma ERSR ind | -1% | -6% | -5% | -5% | -5%

3 of the entries above in order of the POLK inh value, ascending:
nr | molecule | POLK inh
42 | CCCc1cc(=O)[nH]c(SCC(=O)N2N=C(c3ccc(Cl)cc3)CC2c2ccco2)n1 (stereo not given) | -19%
43 | N#CC1=C(N)OC2=C(C(=O)CC(c3ccccc3)C2)C1c1ccoc1 (stereo not given) | -7%
41 | CC(=O)C(Sc1nnnn1-c1ccc(O)cc1)c1ccccc1 (stereo not given) | -1%
